Screens from PubChem.
IP6K1 inhibitor: blocks human inositol hexakisphosphate kinase 1. Q92551. IP6K1 kinase, ADP-Glo luminescence, 2 h; hits give low values. activity change, % (series mostly up to about 58 µM). actives 0.81% (n = 140,000); in the data active means activity change below about -25%
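ADP-Glo luminescence measures ADP made by human IP6K1 during a 2 h RT reaction with ATP/IP6 (mix at 1.3 mM/130 uM); top library doses 57.5 and 19.1 uM final.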
SNCA expr inh: SNCA gene expression inhibition | HEK-293 SNCA-luciferase knock-in, luminescence, 24 h | Potency, µM (series often up to 57.2 µM), without a hit: at the highest dose activity change, negative = inhibition, hits mostly inhibitors | actives 0.17% (n = 140,000) | AID 1671194;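 further: potency means the concentration at half of the fitted maximal effect; plate controls were DMSO cells for no effect and cell-free wells for full effect; nearly all actives have a fitted effect of over 45% in size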
HEK293 viab: counter-screen for SNCA expression inhibitors: cell viability; Potency, µM (titrated, usually from 57.1 µM), for the others: top-dose activity change, negative = cytotoxicity, actives largely listed as cytotoxic; AID 1671193; HEK-293-SNCA-luc viability, GF-AFC fluorescence, 24 h; actives 0.12% (n = 150,000);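 further: potency means the concentration at half of the fitted maximal effect; 0% = DMSO-treated cells and -100% = medium-only wells without cells; nearly all actives have a fitted effect of over 30% in size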
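HEK-293-SNCA-luc cells (1500/well) plated 24 h, then exposed 24 h to a dilution series; GF-AFC added 30 min at 37C, fluorescence 405/540 nm; normalised to medium-only and DMSO wells, Hill fit.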
HEK293 tox: cytotoxic compounds in HEK 293 cells; HEK 293 viability, ATP luminescence (CellTiter-Glo), 48-72 h; Potency, µM (titrated, usually from 115 µM), for the others: at the top dose activity change, negative = cytotoxicity, actives largely listed as inhibitors; actives 6.6% (n = 94,000); further: potency means the concentration at half of the fitted maximal effect; nearly all actives have a fitted effect of over 60% in size
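Read-out: CellTiter-Glo ATP luminescence. Cells: HEK 293, 250 cells/well. Exposure: 48 or 72 hr, 37 degree Celsius.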
GPT2 inhibitor: GPT2 alanine aminotransferase inhibition; Q8TD30; AID 1671188; Potency, µM (highest dose often 57.7 µM), for inactives: top-dose activity change, negative = inhibition, hits mostly inhibitors; actives 0.25% (n = 100,000); Recombinant GPT2, coupled pyruvate oxidase/HRP Amplex Red fluorescence; further: potency means the concentration at half of the fitted maximal effect; nearly all actives have a fitted effect of over 60% in size; many of its hits are not listed in these tables
Target sequence (Q8TD30 whole entry, looked up): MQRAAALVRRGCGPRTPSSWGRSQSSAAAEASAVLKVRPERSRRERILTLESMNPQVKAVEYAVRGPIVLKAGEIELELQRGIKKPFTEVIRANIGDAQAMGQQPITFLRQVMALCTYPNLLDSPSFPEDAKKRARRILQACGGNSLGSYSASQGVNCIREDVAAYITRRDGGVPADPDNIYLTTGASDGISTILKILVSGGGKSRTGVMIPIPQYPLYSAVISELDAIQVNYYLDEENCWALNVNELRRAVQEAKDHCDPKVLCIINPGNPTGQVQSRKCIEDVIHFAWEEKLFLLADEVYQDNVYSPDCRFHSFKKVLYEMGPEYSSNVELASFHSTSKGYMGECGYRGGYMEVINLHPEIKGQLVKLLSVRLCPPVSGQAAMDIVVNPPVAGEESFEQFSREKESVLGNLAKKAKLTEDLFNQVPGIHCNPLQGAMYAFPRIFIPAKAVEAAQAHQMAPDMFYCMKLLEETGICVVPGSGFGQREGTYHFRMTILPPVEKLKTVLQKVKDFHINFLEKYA
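GPT2 10ng/uL, a-KG 250uM, L-Ala 2mM, HEPES pH7.5 + 0.0001% Tween; 30 min RT. Then Amplex mix (PO/HRP/ThPP), 30 min RT dark, fluorescence. AOA 50uM used as positive control.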
NIH3T3 tox: kills NIH 3T3 cells | NIH 3T3 viability, CellTiter-Glo ATP luminescence, 48-72 h | Potency, µM (series often up to 96.7 µM), without a hit: at the highest dose activity change, negative = cytotoxicity, actives largely listed as inhibitors | actives 4.3% (n = 94,000) | AID 1345082; further: potency means the concentration at half of the fitted maximal effect; nearly all actives have a fitted effect of over 55% in size
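Mouse fibroblast NIH 3T3 cells, 400 per well, received compound via pintool and were incubated for 48 or 72 hr prior to CellTiter-Glo ATP luminescence measurement.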
Luciferase inh: inhibitors of firefly (Photinus pyralis) luciferase. Potency, µM (doses to about 115 µM), for inactives: at the top dose activity change, negative = inhibition, usual class: inhibitors. purified P. pyralis luciferase, luminescence, biochemical. P08659. AID 1347043. actives 2.5% (n = 76,000); further: potency means the concentration at half of the fitted maximal effect; nearly all actives have a fitted effect of over 65% in size
Target sequence (P08659 whole entry, looked up): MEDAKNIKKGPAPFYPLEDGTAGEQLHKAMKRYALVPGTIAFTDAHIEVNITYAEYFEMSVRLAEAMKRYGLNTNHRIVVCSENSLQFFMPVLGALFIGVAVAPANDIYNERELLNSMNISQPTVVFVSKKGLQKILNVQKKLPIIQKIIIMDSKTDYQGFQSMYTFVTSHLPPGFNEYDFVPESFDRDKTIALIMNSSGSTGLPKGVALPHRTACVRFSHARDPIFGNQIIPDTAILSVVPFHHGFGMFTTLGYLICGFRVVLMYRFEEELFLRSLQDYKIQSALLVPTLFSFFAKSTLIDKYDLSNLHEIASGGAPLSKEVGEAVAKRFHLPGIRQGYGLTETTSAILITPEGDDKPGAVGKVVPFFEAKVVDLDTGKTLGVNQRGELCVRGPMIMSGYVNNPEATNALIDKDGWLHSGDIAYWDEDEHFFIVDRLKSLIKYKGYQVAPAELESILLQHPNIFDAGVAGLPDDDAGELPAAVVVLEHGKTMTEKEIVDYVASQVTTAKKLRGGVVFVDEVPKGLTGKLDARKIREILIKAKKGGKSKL
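Cell-free enzyme assay, 10nM P. pyralis luciferase, luciferin and ATP each at 10uM. Inhibition profiled over a 6-point titration, read as luminescence.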
Active calls of the source: *; i = inactive; ? = inconclusive; nt = not tested or not shown; [ ] = dose if it differs, or a comment. Unless noted, the call rests on the fitted dose curve; in most records, active means well fitted curve in the direction sought with a large enough effect; inconclusive means small, poorly fitted or top-dose-only effect, or another doubt; inactive means no such curve, though single readings can be large; an effect the other way counts as inactive or inconclusive. Unless noted, on the % scale 0 is the no-effect control and ±100 the full control effect. A portion of the library (hit frequency here may not be typical).

#	SMILES	IP6K1 inhibitor	SNCA expr inh	HEK293 viab	HEK293 tox
1	Cc1cccc(C(=O)N2CCCC(c3nnnn3C)C2)c1 (stereo unspecified)	0	-10%	12%	i
2	CCN(CC)CCNC(=O)c1c(C)[nH]c(C=C2C(=O)Nc3ccc(F)cc32)c1C	nt	?	?	nt
3	COc1ccccc1C(=O)NCCn1ccn2nc(-c3cc(C)ccc3C)cc2c1=O	2	-15%	6%	?
4	Cc1cccc(C)c1NC(=O)Nc1csc2c1CCCC2	16	5%	0%	nt
5	COc1ccc(NC(=O)Nc2nnc(C)s2)cc1	8	100%[activator]	3%	nt
6	CCn1cc(C(=O)OCC(=O)Nc2ccc(F)cc2F)c(=O)c2ccc(C)nc21	-4	16%	3%	nt
7	Cc1ccc2nc(CSc3nnc(NC(=O)CC(C)C)s3)cc(=O)n2c1	2	-14%	4%	nt
8	COCC1CN(C2CCC2)CC12CCN(C(=O)c1ccccn1)CC2 (stereo unspecified)	5	28%	2%	1%

#	GPT2 inhibitor	NIH3T3 tox	Luciferase inh
1	i	i	1%
2	-1%[88.5 µM]	nt	nt
3	-11%	?	-10%
4	nt	nt	nt
5	nt	nt	nt
6	nt	nt	nt
7	nt	nt	nt
8	i	i	0%

Reprinted from the part before: five compounds, then new ones.
#	SMILES	IP6K1 inhibitor	SNCA expr inh	HEK293 viab	HEK293 tox
4	Cc1cccc(C)c1NC(=O)Nc1csc2c1CCCC2	16	5%	0%	nt
5	COc1ccc(NC(=O)Nc2nnc(C)s2)cc1	8	100%[activator]	3%	nt
6	CCn1cc(C(=O)OCC(=O)Nc2ccc(F)cc2F)c(=O)c2ccc(C)nc21	-4	16%	3%	nt
7	Cc1ccc2nc(CSc3nnc(NC(=O)CC(C)C)s3)cc(=O)n2c1	2	-14%	4%	nt
8	COCC1CN(C2CCC2)CC12CCN(C(=O)c1ccccn1)CC2 (stereo unspecified)	5	28%	2%	1%
9	O=C(c1cc2ccccc2[nH]1)N1CC2CC(C1)[C@@H]1CCCC(=O)N1C2 (stereo partly specified)	6	2%	2%	-7%
10	CC(=O)Nc1ccc(S(=O)(=O)NC2(C(F)(F)F)NC(=O)N(c3ccccc3F)C2=O)cc1 (stereo unspecified)	-6	-8%	4%	nt
11	O=C1OCCN1C1CCN(Cc2ccccc2)CC1	0	19%[87.6 µM]	3%[87.6 µM]	3%[172 µM]
12	O=C(NCc1ccco1)N1CC(c2noc(C3CCCN3CC3CC3)n2)C1 (stereo unspecified)	1	?	3%[12.5 µM]	-5%
13	COc1ccc(-c2ccc3c(c2)C(=O)N2CCN(C(=O)COCC(=O)O)C[C@@H]2C(=O)N3)c(OC)c1	-13	38%[activator]	1%	1%
14	CS(=O)(=O)N1CCC(C2CCN(Cc3ccc(C#N)cc3)C2)CC1 (stereo unspecified)	4	-6%	-6%[12.5 µM]	?
15	CCCN(CCC)C(=O)c1nn(C)c2c1CSc1ccccc1-2	49	30%	2%	nt
16	CCC(CO)Nc1ncnc2c1cnn2-c1ccc(C)cc1 (stereo unspecified)	3	-46%	7%	nt

#	GPT2 inhibitor	NIH3T3 tox	Luciferase inh
4	nt	nt	nt
5	nt	nt	nt
6	nt	nt	nt
7	nt	nt	nt
8	i	i	0%
9	-20%	?	4%
10	nt	nt	nt
11	-15%[88.5 µM]	i	nt
12	i	i	-2%
13	1%	-19%	-22%
14	i	?	-5%
15	nt	nt	nt
16	nt	nt	nt

(list continues)
#	SMILES	IP6K1 inhibitor	SNCA expr inh	HEK293 viab	HEK293 tox
17	CCOCCc1nn2c(=O)cc(COC(=O)c3ccccc3NC(=O)c3ccccc3F)nc2s1	23	8%	10%	nt
18	Cn1ncnc1CCNC(=O)[C@H]1CCC[C@H](O)C1	9	15%	5%	-5%
19	COc1ccc(NC(=O)c2c(NC(=O)COc3ccccc3)sc3c2CCCCC3)cc1	-7	-13%	-4%	nt
20	COc1ccc(-c2noc(-c3ccccc3NC(=O)c3cc(OC)c(OC)c(OC)c3)n2)cc1	19	70%[activator]	3%	nt
21	COc1ccc(CN2C(=O)N(c3cccc(C(F)(F)F)c3)C(=O)[C@@H]3[C@H]2CCN3C(=O)CCC(=O)O)cc1	-6	17%	-3%	-21%
22	CCn1cc(S(=O)(=O)N2CCC(CCc3nc(C4CCOCC4)no3)CC2)cn1	9	20%	11%	?
23	CCc1ccc(N2CC(c3noc(C4(c5ccccc5)CC4)n3)CC2=O)cc1 (stereo unspecified)	8	-22%	13%	?
24	CC1CCC2C(C(=O)O)=COC(O[C@@H]3O[C@H](CO)[C@@H](O)[C@H](O)[C@H]3O)C12 (stereo partly specified)	-6	nt	-20%	nt

#	GPT2 inhibitor	NIH3T3 tox	Luciferase inh
17	nt	nt	nt
18	-5%	-10%	-2%
19	nt	nt	nt
20	nt	nt	nt
21	i	-15%	-9%
22	i	?	nt
23	i	?	5%
24	-15%[27.3 µM]	nt	nt

(list continues)
#	SMILES	IP6K1 inhibitor	SNCA expr inh	HEK293 viab	HEK293 tox
25	CC(C)n1c(CNC(=O)C[C@H]2NC(=O)c3ccccc3NC2=O)nc2ccccc21	1	11%	1%	-5%
26	OC[C@H]1O[C@@H](OCCc2ccccc2)[C@H](O[C@@H]2OC[C@@H](O)[C@H](O)[C@H]2O)[C@@H](O)[C@@H]1O	9	nt	-7%[23.9 µM]	nt
27	COC(=O)CNC(=O)N1CCC(N2CC3CC(C2)[C@H]2CCCC(=O)N2C3)CC1 (stereo partly specified)	6	1%	0%	-3%
28	Cn1nc(C2CCN(C(=O)CC3CCCC3)CC2)c2c1CCOC2	1	27%	-2%	18%
29	CC(=O)c1cccc(NC(=O)Cc2noc3ccccc23)c1	0	106%[activator]	?	nt
30	C[C@H](N)C(=O)N1CCC(n2nccc2NC(=O)Nc2ccccc2Cl)CC1	-16	-18%	-22%	?
31	O=C([C@@H]1C[C@H](F)CN1C(=O)Cc1ccccc1F)N1CCCCC1	2	-15%	-2%	-7%
32	CCOC(=O)C(Cc1ccccc1)NC(=O)Cn1nnc(-c2ccc(C)cc2)n1 (stereo unspecified)	19	7%	1%	nt

#	GPT2 inhibitor	NIH3T3 tox	Luciferase inh
25	-25%	i	0%
26	i	nt	nt
27	i	i	0%
28	-15%	i	-5%
29	nt	nt	nt
30	0%	3%	3%
31	i	2%	-1%
32	nt	nt	nt

New compounds follow:
#	SMILES	IP6K1 inhibitor	SNCA expr inh	HEK293 viab	HEK293 tox
33	CN1C(=O)CO[C@H]2CN(C(=O)c3cnccn3)C[C@H]21	-4	13%[87.6 µM]	4%[87.6 µM]	0%[230 µM]
34	Cc1ccc(-n2ncc3c(NC4CCCCCC4)ncnc32)cc1Cl	0	29%	1%	nt
35	CN(C)[C@@H]1CN(C(=O)c2cc(Cl)ccc2F)C[C@H]1CO	-1	0%	0%	i
36	CC(C)(C)c1ccc(C(=O)N2CC[C@H]3NC(=O)N(Cc4ccccc4)C(=O)[C@H]32)cc1	1	8%[87.6 µM]	-8%[87.6 µM]	?
37	Cc1nc2cccnc2n1CC1CCCN(S(=O)(=O)c2ccc(CC(C)C)cc2)C1 (stereo unspecified)	4	-40%	-6%	32µM*
38	O=C1NCCOCCCN(C(=O)NCc2ccccc2)[C@H]2CCC[C@@H]12	-2	-23%	-9%	i
39	COC(=O)CCNC(=O)C1c2ccccc2C(=O)N(C2CCCC2)C12CCCCC2 (stereo unspecified)	15	-13%	-17%	?
40	Cn1c(CN2CCN(c3cnccn3)CC2)nnc1C1CC(N)C1 (stereo unspecified)	2	-18%	8%	-7%

#	GPT2 inhibitor	NIH3T3 tox	Luciferase inh
33	-9%[88.5 µM]	i	-1%[230 µM]
34	nt	nt	nt
35	i	-5%	1%
36	?	?	-18%[172 µM]
37	i	?	-5%
38	i	i	-3%
39	i	?	0%
40	i	-4%	-9%

New compounds follow
#	SMILES	IP6K1 inhibitor	SNCA expr inh	HEK293 viab	HEK293 tox
41	COc1ccc(C(=O)Nc2nnc(SCc3cc(=O)c4cc(C)cc(C)c4[nH]3)s2)cc1	2	40%[activator]	29%	nt
42	COCCc1noc(Cc2c(C)nn(-c3ccccc3)c2C)n1	6	-13%	-1%	-2%
43	CCOc1nccnc1NC1CCN(C(=O)C2CCCO2)CC1 (stereo unspecified)	-2	-13%	-6%	-6%
44	CCCCN1C(=O)C(O)(c2c[nH]c3ccccc23)c2cc(Br)ccc21 (stereo unspecified)	23	?	-21%	nt
45	Cc1ccc(CN2CCC(CNC(=O)c3cnn(-c4ccccc4Cl)c3C3CCN(C(=O)OC(C)(C)C)CC3)CC2)cc1	-2	?	?	nt
46	Cc1ccc2oc(=O)n(CCCOc3ccccc3Cl)c2c1	-6	145%[activator]	-3%	nt
47	CNC(=O)[C@@H](c1ccc(Cl)cc1)N1CCC[C@H]1C(=O)NCCN1CCCC1	3	14%	14%	2%
48	COC[C@@H]1CN(S(C)(=O)=O)C[C@H]1C(=O)N(C)C	1	15%	13%	5%

#	GPT2 inhibitor	NIH3T3 tox	Luciferase inh
41	nt	nt	nt
42	2%	-12%	3%
43	-1%	i	12%
44	nt	nt	nt
45	nt	nt	nt
46	nt	nt	nt
47	-9%	i	0%
48	i	3%	0%

Next part.
#	SMILES	IP6K1 inhibitor	SNCA expr inh	HEK293 viab	HEK293 tox
49	COCCNC(=O)C[C@@H]1C[C@H]2O[C@H](CNC(=O)Nc3cccnc3)[C@@H](O)[C@H]2O1	6	9%[87.6 µM]	5%[87.6 µM]	-13%[172 µM]
50	CCN(CCCNC(=O)c1cc(Nc2ccccc2OC)nc2ccccc12)c1cccc(C)c1	-24	-9%	-27%	nt
51	O=C(COc1ccc(Cl)cc1Cl)N1CCC(N2CCOC2=O)CC1	-6	14%	-7%	-30%
52	Cc1noc2c(NCCN(C)C)cc(-c3ccccc3)nc12	16	11%[87.6 µM]	1%[87.6 µM]	?
53	CN(C)C(=O)NC1(c2ccccc2)CCN(CCC[C@]2(c3ccc(Cl)c(Cl)c3)CCCN(C(=O)c3ccccc3)C2)CC1	0	nt	?	nt
54	O=S(=O)(c1ccccc1)N1CCC(Cc2nncn2-c2ccccc2)C1 (stereo unspecified)	11	15%	10%	-13%
55	COc1ccc(-c2noc(CC(=O)Nc3ccc(C)c(F)c3)n2)cc1	-9	0%	12%	nt
56	COc1cccc(-c2ccc(CN3CCCC3C(=O)N3CCC(C#N)CC3)cc2)c1 (stereo unspecified)	-2	-7%	4%	-22%
57	CN(C)c1nc2c(c(=O)[nH]1)CCN(Cc1ccccc1)CC2	6	13%	10%	1%
58	CNc1nccc(N2CCC(CC(=O)NCc3ccccn3)CC2)n1	8	1%	-5%	?

#	GPT2 inhibitor	NIH3T3 tox	Luciferase inh
49	-10%[88.5 µM]	-6%[174 µM]	13%[172 µM]
50	nt	nt	nt
51	3%	-21%	-6%
52	i	?	-2%[172 µM]
53	-3%	nt	nt
54	i	?	-14%
55	nt	nt	nt
56	-17%	?	nt
57	i	-9%	-6%
58	-11%	-8%	6%
